B2AR arrestin – beta2AR (human) beta-arrestin recruitment activity; AID 492947; hit rate 0.02% among 330,000; P07550; beta-arrestin recruitment to beta2AR, cell-based reporter; Potency, µM (series often up to 46.1 µM), without a hit: at the highest dose activation, usual class: activators;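 further: potency means the concentration at half of the fitted maximal effect; 0% = DMSO controls and full agonism = EC100 isoproterenol or metaproterenol; nearly all actives have a fitted effect of over 65% in size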
PKM2 act – increases activity of human pyruvate kinase M2; purified PKM2, Kinase-Glo ATP luminescence, activation; response scale: 0% is enzyme alone, no compound; hit rate 0.34% among 260,000; AID 1631; P14618; Potency, µM (top dose mostly 57.5 µM), for the others: at the highest dose activation, hits mostly activators; further: potency means the concentration at half of the fitted maximal effect; on the % scale 0 is the no-effect control and ±100 the full control effect; nearly all actives have a fitted effect of over 55% in size
Target sequence (P14618 whole entry, looked up): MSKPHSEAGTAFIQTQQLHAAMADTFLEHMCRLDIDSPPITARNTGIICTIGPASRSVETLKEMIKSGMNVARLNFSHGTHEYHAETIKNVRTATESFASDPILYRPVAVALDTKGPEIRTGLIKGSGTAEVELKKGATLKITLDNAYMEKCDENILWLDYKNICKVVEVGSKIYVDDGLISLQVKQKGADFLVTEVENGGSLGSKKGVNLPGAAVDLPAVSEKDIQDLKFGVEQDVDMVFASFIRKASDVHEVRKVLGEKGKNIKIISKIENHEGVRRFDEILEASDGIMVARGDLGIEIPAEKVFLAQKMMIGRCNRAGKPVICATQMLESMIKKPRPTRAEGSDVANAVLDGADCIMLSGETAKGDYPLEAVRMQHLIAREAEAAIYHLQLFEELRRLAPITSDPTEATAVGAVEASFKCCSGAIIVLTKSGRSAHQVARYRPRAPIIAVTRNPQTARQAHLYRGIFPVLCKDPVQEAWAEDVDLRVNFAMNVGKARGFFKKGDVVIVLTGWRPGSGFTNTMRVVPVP
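Purified hPK-M2 (>95% pure) converted ADP (0.1 mM final) to ATP with 0.5 mM PEP in 50 mM imidazole pH7.2, KCl, MgCl2, Tween 20, BSA; 1 h at room temperature. ATP detected by Kinase-Glo luminescence.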
TSG101-PTAP inh – blocks PTAP/TSG101 interaction to inhibit HIV-1 budding; Q99816; Fluorescence polarization, FITC-PTAP peptide / Tsg101 binding; Potency, µM (top dose mostly 115 µM), without a hit: at the top dose activity change, negative = inhibition, usual class: inhibitors; 340,000 tested, under 10 active; AID 493005; active means well fitted inhibition curve with a large enough effect in the main read-out, with a control signal flat, not every such curve was filed as active; inconclusive means small, poorly fitted or top-dose-only effect, or effect the other way, or a change in a side signal; inactive means no such curve, though single readings can be large or run the other way; further: potency means the concentration at half of the fitted maximal effect; % of control where 0% means no effect
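FP read-out: FITC-PTAP peptide, 50 nM final, binding Tsg101 binding domain, 10 uM final; 20 min, r.t.; 10 mM HEPES pH 7.5, 0.15 M NaCl, 0.01% Tween 20, 3 mM EDTA, 0.1 mM TCEP.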
Menin-MLL TR inh – displaces Texas Red mutant MLL peptide from human menin; Menin + Texas Red MLL mutant peptide, fluorescence polarization; AID 1768; Potency, µM (titrated, usually from 61.6 µM), inactives show at the highest dose FP activity change, negative = inhibition, actives largely listed as inhibitors; hit rate 0.23% among 270,000; active means well fitted inhibition curve with a large enough effect in the polarisation, with a control signal flat, not every such curve was filed as active; inconclusive means small, poorly fitted or top-dose-only effect, or effect the other way, or a change in a side signal; inactive means no such curve, though single readings can be large or run the other way; the % refers to the polarisation; further: potency means the concentration at half of the fitted maximal effect; % of control where 0% means no effect; many of its hits are not listed in these tables
Tb PFK block – blocks T. brucei phosphofructokinase; hit rate 0.17% among 330,000; T. brucei PFK, ADP-Glo luminescence; O15648; AID 485367; Potency, µM (top dose mostly 57.5 µM), for inactives: at the top dose activity, negative = inhibition, most hits filed as inhibitors;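 further: potency means the concentration at half of the fitted maximal effect; 0% = uninhibited 1x PFK enzyme wells and -100% = no-enzyme wells; nearly all actives have a fitted effect of over 60% in size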
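Activity is normalized to no-enzyme wells (full inhibition) and 1.25 nM enzyme wells (no inhibition). Reaction: 0.5 mM F6P, 0.1 mM ATP, 45 min RT, ADP-Glo luminescence; concentration-response curves fitted and classed by quality.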
BCR signal inh – blocks chronic active B-cell receptor signaling; ABC-DLBCL IkBa-CBG/CBR reporter, luminescence ratio, 4 h; Potency, µM (top dose mostly 46.1 µM), for the others: at the top dose ratio change, negative = lower green/red ratio, usual class: inhibitors; hit rate 0.05% among 340,000; active means well fitted inhibition curve with a large enough effect in the signal ratio, with a control signal flat, not every such curve was filed as active; inconclusive means small, poorly fitted or top-dose-only effect, or effect the other way, or a change in a side signal; the % refers to the signal ratio;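 further: potency means the concentration at half of the fitted maximal effect; plate controls were basal doxycycline-induced cells for no effect and cells given 10 µM MG132 for full effect; MG132 reads +100%, hits lower the ratio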
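TMD8 human ABC-DLBCL cells with doxycycline-inducible IκBα–green luciferase fusion and unfused red luciferase, in 0.5% FBS medium; compounds up to 46 uM, 4 h at 37C. Green/red luminescence ratio, filter-overlap corrected, fitted to concentration-response curves.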
Integrin act MD – activators of alpha7 integrin expression for muscular dystrophy | alpha7betagal myoblasts, beta-gal FDG fluorescence, 48 h | Potency, µM (titrated, usually from 38.3 µM), without a hit: top-dose activation, actives largely listed as activators | hit rate 0.064% among 350,000;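 further: potency means the concentration at half of the fitted maximal effect; 100% = response of the positive control SU9516; nearly all actives have a fitted effect of over 60% in size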
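Alpha7betagal+/- myoblasts (passage 13) were plated 16-24 hr, then exposed to compounds (1:260 dilution of DMSO stock) for 48 hours at 37C. After MPER lysis, β-galactosidase reporter activity was read as FDG fluorescence (ex 480/em 540) after 30 minutes.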
Giardia kill – Giardia lamblia killing; Giardia lamblia trophozoite viability; AID 540267; hit rate 0.15% among 340,000; activity change, % at 7.66 µM, hits read low; in the data active means activity change below about -80%; inconclusive means between about -30% and that limit;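 further: parasites exposed to compound for two days anaerobically before the ATP read; on the % scale 0 is the no-effect control and ±100 the full control effect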
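Media and compound were dispensed first, then trophozoites at 100 cells/well; plates sat 48 hrs at 37 deg C without oxygen before ATP luminescence reagent was added and read after 15-30 min at room temperature.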
GALK inhibitor – galactokinase (human) inhibition; Potency, µM (series often up to 57.5 µM), without a hit: top-dose activity change, negative = inhibition, usual class: inhibitors; Purified GALK, Kinase-Glo residual ATP luminescence; AID 1868; hit rate 0.007% among 270,000; further: potency means the concentration at half of the fitted maximal effect; on the % scale 0 is the no-effect control and ±100 the full control effect
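Kinase-Glo Plus luminescence measured ATP left after a 1 h room-temperature reaction. The reaction used 5 nM GALK, 100 uM galactose and 35 uM ATP at pH 8.0 (20 mM HEPES, 5 mM MgCl2, 60 mM NaCl, 1 mM DTT, 0.01% BSA).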
FBPA coupling cs – coupling enzyme interference in Giardia aldolase counter-screen; AID 2472; activity change, negative = inhibition, % at 58.2 µM, hits read low; coupling enzyme system counterscreen, AmpLite Red fluorescence; hit rate 0.67% among 290,000; in the data active means activity change below about -30%; further: on the % scale 0 is the no-effect control and ±100 the full control effect
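Final compound at 57.5 uM, incubated 10 min at RT with coupling enzyme reagent (glyceraldehyde-3-phosphate), then 20 min with substrate and AmpLite Red detection. Fluorescence read at 525/598 nm; tests interference with the coupling assay, not aldolase inhibition.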
ASM inhibitor – blocks human secretory acid sphingomyelinase; Potency, µM (titrated, usually from 57.5 µM), without a hit: at the top dose activity change, negative = inhibition, most hits filed as inhibitors; hit rate 0.006% among 340,000; AID 504937; placental ASM, HMU-PC fluorogenic substrate, 60 min; further: potency means the concentration at half of the fitted maximal effect
Target sequence (P17405 47-631 limits assumed): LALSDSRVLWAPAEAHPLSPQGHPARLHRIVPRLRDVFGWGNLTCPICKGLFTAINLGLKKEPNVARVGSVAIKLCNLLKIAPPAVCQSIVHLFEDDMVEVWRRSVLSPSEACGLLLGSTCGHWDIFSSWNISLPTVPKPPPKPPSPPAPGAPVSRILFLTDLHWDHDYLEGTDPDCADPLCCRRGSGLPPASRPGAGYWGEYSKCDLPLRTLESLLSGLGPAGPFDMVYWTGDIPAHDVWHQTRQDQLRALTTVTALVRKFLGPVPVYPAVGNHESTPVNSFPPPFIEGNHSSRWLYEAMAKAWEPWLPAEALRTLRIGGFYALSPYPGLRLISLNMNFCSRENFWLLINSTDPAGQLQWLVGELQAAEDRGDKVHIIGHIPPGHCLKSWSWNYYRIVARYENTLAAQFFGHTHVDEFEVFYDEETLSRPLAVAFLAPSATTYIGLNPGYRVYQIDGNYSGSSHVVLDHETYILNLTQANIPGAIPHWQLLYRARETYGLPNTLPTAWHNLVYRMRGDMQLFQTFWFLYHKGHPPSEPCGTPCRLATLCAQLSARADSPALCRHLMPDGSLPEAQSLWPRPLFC
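qHTS format. ASM enzyme prepared from human placenta hydrolyses the fluorogenic substrate HMU-PC0 (9 uM final) over 60 min at 37 °C after a 10 min compound preincubation.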
* marks the source's active call; other numbers are inactive results; ? = inconclusive; / = not tested or not shown; & = joins results of further samples; [ ] = another dose, or the depositor's remark. Unless noted, the call rests on the fitted dose curve; in most records, active means well fitted curve in the direction sought with a large enough effect; inconclusive means small, poorly fitted or top-dose-only effect, or another doubt; inactive means no such curve, though single readings can be large; an effect the other way counts as inactive or inconclusive. These rows are one share of the data. The share of hits here may be higher or lower than overall.

SMILES | B2AR arrestin | PKM2 act | TSG101-PTAP inh | Menin-MLL TR inh | Tb PFK block | BCR signal inh | Integrin act MD | Giardia kill | GALK inhibitor | FBPA coupling cs | ASM inhibitor
Cc1ccccc1C(=O)N/N=C/c1ccc([N+](=O)[O-])s1 | -0.5% | -5% | -5% | 25% | 3% | ? | -53%[inhibitor] | ? | -2% | 3 | -6%
C=CCN1C(=O)N/C(=C/c2ccccc2OCC(=O)Nc2ccc(F)cc2)C1=O | 3.7% | 1% | -4% | 8% | -1% | -4% | 0% | -21 | / | 1 | 34%
O=c1ccc(-c2ccc(S(=O)(=O)Nc3ccccc3)o2)n[nH]1 | -0.2% | / | 0% | / | -2% | -14% | -8% | 14 | 4% | / | -3%
CCC(=O)Nc1c2c(nn1-c1ccc(C)cc1C)CSC2 | 0.0% | -1% | -3% | -3% | 0% | 4% | 17% | -9 | 0% | 6 | -1%
CC(=O)Nc1ccc(NC(=O)c2ccccc2CCc2ccccc2)cc1 | -0.1% | 0% | -1% | 2% | -1% | 0% | -13% | 4 | 1% | 2 | 0%
COC(=O)c1ccc(NC(=O)CSc2nnc(COc3ccccc3)n2C)cc1 | 0.0% | 1% | -3% | 10% | -4% | 6% | 0% | -21 | 4% | 3 | -1%
CCN(Cc1ccccc1)Cc1c(F)cccc1F | 0.5% | -6% | -8% | -7% | 0% | -2% | -29% | 1 | 2% | 0 | 3%
CSc1ccccc1NC(=O)c1ccc(Br)o1 | 0.1% | -8% | 0% | 0% | 0% | ? | 13% | -10 | -6% | -2 | -5%
CCc1cccc2c1NC(=O)C2(O)CC(=O)c1cccs1 (stereo not drawn) | 0.0% | 0% | -7% | 1% | 6% | 2% | 1% | -8 | 0% | -1 | 0%
COc1cccc(NC(=O)c2oc3ccccc3c2NC(=O)C2CC2)c1 | 0.0% | -2% | -5% | ? | -4% | ? | 5% | 5 | 0% | -2 | -14%
CCCCCn1c(SCC(=O)CC(=O)OCC)nc2cc(C(=O)N3CCC(C(N)=O)CC3)ccc2c1=O | -0.2% | 0% | -5% | 4% | -3% | 13% | 5% | -3 | 3% | 0 | -3%
O=S(=O)(Cc1ccccc1)C1CCCCC1O (stereo not drawn) | -0.1% | 0% | -3% | / | 4% | 0% | -2% | -7 | -3% | 2 | 8%
Cc1ccc(S(=O)(=O)N2CCC(C(=O)OCC(=O)N(CC(C)C)C3CCS(=O)(=O)C3)CC2)cc1C (stereo not drawn) | -0.7% | 3% | -6% | / | 1% | 0% | 20% | -1 | 4% | / | 1%
O=C(Nc1ccc2c(c1)OCO2)C1CCN(C(=O)c2cccs2)CC1 | -0.9% | 1% | -5% | 1% | 2% | 0% | 8% | 3 | 0% | 3 | 2%
CC(=O)N1CCc2cc(S(=O)(=O)NCCC(=O)N3CCc4ccccc4C3)ccc21 | -0.8% | 4% | -3% | -4% | -8% | 3% | -47%[inhibitor] | 4 | -2% | 0 | -1%
CCCOc1ccc(C2c3c(oc4ccccc4c3=O)C(=O)N2CCCN2CCOCC2)cc1 (stereo not drawn) | 0.1% | 7% | -12% | 6% | 0% | ? | -5% | -16 | -1% | 5 | 2%
O=C(CCS(=O)(=O)Cc1ccccc1)Nc1nncs1 | -0.5% | -1% | -5% | -7% | 3% | -8% | -64%[inhibitor] | 18 | 6% | 2 | -2%
Cc1cccc(-n2c(Cc3cc(=O)[nH]c(=O)[nH]3)nnc2SCC(=O)N2CCc3ccccc32)c1 | -0.7% | 3% | / | / | -18% | 2% | 22% | 17 | 5% | / | 4%
CCN(c1ccccc1)S(=O)(=O)c1ccc(C(=O)Nc2ncccc2C)cc1 | -1.0% | / | -3% | / | -2% | ? | 12% | -17 | / | / | 0%
CCOc1cccc(C(=O)Nc2nccs2)c1 | -0.4% | -2% | -8% | 19% | 3% | ? | 29% | 16 | 0% | 4 | 4%
CN(C)CC(C)(C)CNc1ccc(S(=O)(=O)N2CCCC2)cn1 | -0.6% | / | -3% | / | -2% | 0% | 18% | 18 | / | / | 78%[activator]
O=C(Nc1nnc(S(=O)(=O)N2CCOCC2)s1)c1cccc(F)c1 | 0.3% | -2% | -2% | 12% | 0% | 4% | -26% | -14 | / | -16 | 2%
Cn1c(SCn2nnc3ccccc3c2=O)nc2ccccc2c1=O | 0.0% | ? | / | -1% | 0% | ? | / | / | 7% | 9 | /
O=C(O)CC(C(=O)O)N1C(=O)/C(=C/c2ccc(-c3nc4ccccc4s3)o2)SC1=S (stereo not drawn) | -0.4% | -1% | 60%[activator] | 0% | ? | -18% | 17% | -16 | -17% | 0 | -4%
O=C(Nc1ccc(F)cc1)C1CCCN(S(=O)(=O)c2cccc3nonc23)C1 (stereo not drawn) | 0.3% | 2% | 0% | -1% | -1% | 1% | 26% | -5 | 7% | -1 | -3%[11.5 µM]
COc1cccc2cc(C(=O)C3=C(O)C(=O)N(CCN4CCOCC4)C3c3cccc(Cl)c3)oc12 (stereo not drawn) | -1.0% | 3% | -4% | / | 0% | -1% | 38% | -22 | 7% | / | 0%
COc1ccc(NC2CCCN(C(=O)CSc3ccncc3)C2)cc1 (stereo not drawn) | -1.3% | 5% | / | -2% | 2% | ? | -13% | 10 | 0% | 1 | 5%
COc1ccccc1OCc1ccc(C(=O)n2nc(C)c(Cl)c2C)o1 | -0.3% | -1% | -3% | 12% | 0% | ? | 16% | 12 | 0% | 0 | -1%
C/C(=N\NC(=O)c1ccccc1F)c1cccc(NC(=O)c2ccc(C)cc2)c1 | 3.4% | 0% | -4% | 8% | 3% | ? | -19% | ? | -3% | 0 | -6%
COc1ccc(C(=O)Nc2ccc3c(c2)nc2n3CCSC2)cc1 | -0.5% | -3% | -1% | ? | 5% | 0% | -15% | -6 | -1% | -3 | 2%
Cc1occc1C(=O)NNC(=O)c1cccc(F)c1 | 0.0% | -1% | -1% | 17% | 0% | 0% | -12% | -29 | 1% | -1 | 0%
COc1ccc(C(=O)NC2CC2)cc1OC1CCN(Cc2cnn(C)c2)CC1 | -0.5% | -5% | -2% | / | 4% | 4% | -8% | -21 | -8% | / | 2%
O=C(CNCCO)N1N=C(c2cccs2)CC1c1cccs1 (stereo not drawn) | 0.0% | -13% | -4% | -4% | -5% | 1% | 20% | -26 | 6% | 5 | 2%
CCC(=Nc1ccc(Cc2ccncc2)cc1)c1c(O)n(C)c(=O)n(C)c1=O | 0.4% | 0% | -1% | -20% | 3% | -4% | 8% | 17&5 | 5% | -4 | -3%
Cc1ccc(C(C(=O)NCc2ccc(F)cc2)N(CCCO)C(=O)C2COc3ccccc3O2)o1 (stereo not drawn) | 0.6% | 6% | 2% | -4% | 2% | 1% | -2% | -1 | 0% | 1 | 10%
Cc1cc(NC(=O)NN2CCOCC2)nn1-c1c(Cl)cccc1Cl | -0.7% | -1% | -3% | / | 4% | -4% | 5% | 3 | -2% | 1 | 3%
CCc1ccc2[nH]c(=O)c(CN(CCN(CC)CC)C(=O)NC3CCCCC3)cc2c1 | -0.5% | 11% | -2% | ? | 0% | -2% | -60%[inhibitor] | 3 | 0% | 0 | -3%
CCN=C1S/C(=C\c2ccc(-c3cccc(C(=O)O)c3)o2)C(=O)N1CC | 0.1% | 32% | -7% | 36%[activator] | ? | ? | 0% | -10 | 4% | 5 | 66%[activator]
Cc1cccc(C)c1NC(=O)C(c1ccccc1)N1CCOCC1 (stereo not drawn) | 0.8% | 1% | -4% | 21% | -3% | 4% | 8% | -4 | -2% | 1 | 0%
O=C(Nc1ccc2c(c1)OCO2)C(c1ccccc1)N1CCCCC1 (stereo not drawn) | -0.4% | 5% | -7% | -3%[11.7 µM] | -2% | 8% | 34% | 0 | 0% | 3 | -6%
O=C1Nc2ccccc2N=C(c2ccccc2)C1N1CCOCC1 (stereo not drawn) | -0.8% | 3% | -5% | -1% | 2% | -3% | 6% | 6 | 1% | 1 | 3%
Cc1cc(Cl)ccc1NC(=O)CN1C(=O)NC2(CCCC2)C1=O | -1.1% | / | 1% | -8% | 0% | -15% | -9% | -11 | 1% | 1 | 0%
CCCCC1(C)NC(=O)N(CC(=O)Nc2ccc(Cl)cc2C)C1=O (stereo not drawn) | -0.5% | / | -6% | / | 25% | 0% | 1% | -6 | / | / | 1%
C/C(CC(=O)N1CCN(C=O)CC1)=N\NC(=O)c1ccc(Br)cc1 | 0.1% | 1% | -9% | -1% | 0% | 4% | 21% | 5 | -1% | 1 | -1%
